MITF act – MITF TRPM1 promoter activation in melanoma cells; 300,000 tested, 0.75% active; activation, % at 12.5 µM; AID 588334; SK-MEL-5 TRPM1-promoter luciferase, 24 h; % of positive control, neutral wells = 0;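 active means mean activation of at least 80% with every replicate also reaching 80%; inconclusive means mean reaches 80% but some replicate falls short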;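 further: 0% = neutral control wells and 100% = parthenolide positive control wells; values of inactives mirror those of a sister screen read the other way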
CAL PDZ FP-1 – CAL PDZ (human) peptide binding inhibition; Q9HD26; purified CAL PDZ, TMR-peptide fluorescence polarization, 1 h; inhibition, % at 24.9 µM; 300,000 tested, 0.92% active; AID 602252;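 active means mean inhibition of at least 30% with at least half of replicates also reaching 30%; inconclusive means no clear call, values can overlap the other calls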;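 further: 0% = DMSO neutral control and 100% = excess unlabeled competitor peptide PRC23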
NSD2 inh – NSD2 (human) methyltransferase inhibition. inhibition, % at 12.5 µM. 310,000 tested, 0.54% active. NSD2 peptide methylation, AlphaScreen, 120 min. AID 743445. O96028; in the data active means inhibition above about 50%
Target sequence (O96028 whole entry, looked up): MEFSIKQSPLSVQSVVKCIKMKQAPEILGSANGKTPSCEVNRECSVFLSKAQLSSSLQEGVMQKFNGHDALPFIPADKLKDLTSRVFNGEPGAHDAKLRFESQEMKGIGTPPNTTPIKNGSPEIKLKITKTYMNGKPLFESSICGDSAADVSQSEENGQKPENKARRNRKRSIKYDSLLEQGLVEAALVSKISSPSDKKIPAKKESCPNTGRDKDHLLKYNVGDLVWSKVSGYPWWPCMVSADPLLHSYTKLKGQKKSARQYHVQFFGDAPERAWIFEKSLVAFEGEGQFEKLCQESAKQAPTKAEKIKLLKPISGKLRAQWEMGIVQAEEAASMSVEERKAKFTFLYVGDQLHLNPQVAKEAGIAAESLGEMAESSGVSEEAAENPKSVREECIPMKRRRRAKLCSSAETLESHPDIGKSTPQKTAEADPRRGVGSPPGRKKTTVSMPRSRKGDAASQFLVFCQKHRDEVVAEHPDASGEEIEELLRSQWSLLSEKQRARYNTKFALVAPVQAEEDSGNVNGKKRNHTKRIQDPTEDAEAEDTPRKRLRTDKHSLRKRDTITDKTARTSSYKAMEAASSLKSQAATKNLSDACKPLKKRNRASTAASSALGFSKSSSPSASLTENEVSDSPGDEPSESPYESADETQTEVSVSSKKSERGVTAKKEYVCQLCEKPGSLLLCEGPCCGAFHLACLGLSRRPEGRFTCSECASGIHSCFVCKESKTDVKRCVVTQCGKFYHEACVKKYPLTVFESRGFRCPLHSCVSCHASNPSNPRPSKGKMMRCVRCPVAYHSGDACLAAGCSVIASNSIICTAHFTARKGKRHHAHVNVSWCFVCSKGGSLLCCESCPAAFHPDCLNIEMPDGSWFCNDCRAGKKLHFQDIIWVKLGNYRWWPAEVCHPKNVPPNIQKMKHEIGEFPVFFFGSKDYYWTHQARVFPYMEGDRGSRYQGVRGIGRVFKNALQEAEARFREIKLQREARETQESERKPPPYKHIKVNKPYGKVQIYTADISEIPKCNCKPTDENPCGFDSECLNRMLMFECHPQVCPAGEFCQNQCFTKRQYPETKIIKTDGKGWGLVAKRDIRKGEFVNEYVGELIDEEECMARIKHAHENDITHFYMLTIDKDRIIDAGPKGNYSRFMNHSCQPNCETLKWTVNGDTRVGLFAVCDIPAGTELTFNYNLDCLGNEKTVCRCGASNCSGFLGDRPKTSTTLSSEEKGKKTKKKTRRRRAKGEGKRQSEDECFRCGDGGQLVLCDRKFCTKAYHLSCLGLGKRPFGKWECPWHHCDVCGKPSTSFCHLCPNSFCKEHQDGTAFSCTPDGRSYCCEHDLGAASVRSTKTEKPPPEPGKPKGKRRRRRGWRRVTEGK
PvdQ inh – blocks Pseudomonas aeruginosa PvdQ acylase activity; purified PvdQ acylase, fluorescence plate reader; inhibition, % at 10 µM; 340,000 tested, 0.063% active; in the data active means inhibition above about 30%, passing the limit was not always enough; inconclusive means no clear call, values can overlap the other calls;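 further: 0% = vehicle neutral wells and 100% = reference inhibitor wells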
dFosB act – activators of mouse delta FosB homodimer; P13346; purified delta FosB, TAMRA-CDK5 oligo fluorescence polarization; percent of positive-control signal above neutral wells; 340,000 tested, 0.99% active; activation, % at 25 µM;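 active means mean activation above about 17%, with every replicate also reaching it, limit read from the data, passing the limit was not always enough; inconclusive means only one of the two conditions met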;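 further: fluorescence polarization rise as delta FosB binds a TAMRA Cdk5 AP-1 oligo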
SR-BI HDL uptake – mouse SR-BI HDL lipid transfer inhibition. Q61009. ldlA[mSR-BI] CHO cells, DiI-HDL uptake fluorescence, 3 h. inhibition, % at 12.5 µM. 320,000 tested, 0.96% active. AID 488896;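 active means mean replicate inhibition of at least 70% and a set share of replicates each scoring 70 or more; inconclusive means meets just one of the two criteria; inactive means fails both criteria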;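 further: 0% = median of neutral control wells and 100% = median of positive control wells; values of inactives mirror those of a sister screen read the other way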
SR-BI DiI-HDL act – enhances SR-BI lipid uptake from DiI-HDL | CHO ldlA[mSR-BI] cells, DiI-HDL uptake fluorescence, 3 h; 100 = double the neutral-control signal | activation, % at 12.5 µM | 320,000 tested, 0.096% active | AID 504775;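 active means mean replicate activation of at least 60% and every replicate at or above 60%; inconclusive means mean or all-replicate condition met, but not both; inactive means mean below 60% and not all replicates reaching 60%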;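 further: 0% = median plate neutral-control signal and 100% = twice that signal; values of inactives mirror those of a sister screen read the other way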
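Test system: SR-BI-overexpressing, LDLR-lacking CHO cells. Measured by: DiI fluorescence, bottom read. Medium: Ham's F12 with 0.5% BSA, HEPES 25 mM, pH 7.4. Timing: 3 h uptake period with compound, 37 °C.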
PfHsp90 yeast 2 – reduces growth (ATP signal) of yeast expressing P. falciparum Hsp90 | S. cerevisiae expressing PfHsp90, BacTiter-Glo ATP, 48 h; yeast lacking PDR1 and PDR3 efflux regulators | inhibition, % at 9.4 µM | 310,000 tested, 0.32% active | AID 504621;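 active means every replicate shows inhibition above about 80%, whatever the replicate mean, limit read from the data; inconclusive means mean inhibition reaches the set limit but some replicate falls short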;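 further: 0% = DMSO neutral controls and 100% = 20 µM radicicol positive controls; yeast relying on Plasmodium falciparum Hsp90 in place of its own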
Rtt109 Vps75 – blocks Candida albicans Rtt109/Vps75 acetyltransferase activity | Q5AAJ8 | purified Rtt109/Vps75, ThioGlo CoA-SH fluorescence, 4 h | inhibition, % at 34.9 µM | 330,000 tested, 0.16% active;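 active means inhibition of at least 50% in every replicate; inconclusive means best replicate reaches 50% inhibition but some replicates fall short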
CAL PDZ FP-2 – blocks peptide binding to human CAL PDZ domain; Q9HD26; purified CAL PDZ, TMR-peptide fluorescence polarization, 1 h; inhibition, % at 20 µM; 330,000 tested, 0.02% active; AID 504414;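 active means highest replicate inhibition of at least 40%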;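 further: plate controls were DMSO neutral control wells for no effect and unlabeled competitor peptide control wells for full effect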
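Control set: unlabelled peptide and DMSO controls / Material: purified CerCALP PDZ construct / Timing: 1 h incubation at room temperature before polarization reading / Doses: 20 µM, one dose / Detection: fluorescence polarization (mP)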
* hit, by the source's call; ? = inconclusive; . = not tested or not shown.

SMILES	MITF act	CAL PDZ FP-1	NSD2 inh	PvdQ inh	dFosB act	SR-BI HDL uptake	SR-BI DiI-HDL act	PfHsp90 yeast 2	Rtt109 Vps75	CAL PDZ FP-2
CC(C)n1cc(C(=O)N2CCCC(N3CCN(c4cccc(Cl)c4)CC3)C2)cn1 (stereo unspecified)	9	-3	.	-17	0	20	-20	19	-4	-1.8
C/C(=N\NC(=O)c1ccc(CSc2nncn2C)cc1)c1ccc(C#N)cc1	12	-2	-1	8	0	19	-19	-9	7	0.4
O=C(CN1C(=O)c2ccccc2C1=O)Nc1ccccc1	-1	.	0	-9	24*	-1	1	12	-1	-4.2
O=C(Cn1cc(C(F)(F)F)cc(Cl)c1=O)NCc1ccc(F)cc1	48	-4	1	-12	-3	5	-5	26	0	-2.5
CCOC(=O)N1CCN(c2cc3nccnc3cc2F)CC1	9	1	-4	-9	-5	6	-6	.	-1	-1.8
Cc1ccc(S(=O)(=O)N2CCOC2CNC(=O)C(=O)NCc2ccc(Cl)cc2)cc1 (stereo unspecified)	7	.	-2	-1	1	7	-7	.	3	-1.2
Cc1c(C(=O)N2CCCC2)sc(NC(=O)c2ccco2)c1C#N	-5	-4	2	13	2	-14	14	9	29	-0.6
O=C(CCN1CCOCC1)Nc1ccc(Cl)cc1	21	-1	1	-2	5	-13	13	13	1	1.0
Cc1ccc(C)c(OCC(=O)NNC(=O)CSC(=S)N2CCCC2)c1	3	2	0	-14	7	-11	11	26	-13	-2.2
COc1ccc(CCNc2oc(-c3ccc(OC)c(OC)c3)nc2P(=O)(OC)OC)cc1OC	1	2	0	-17	-3	-6	6	-46	3	-0.3
CCOc1ccc(NC(=O)Nc2cc(C(=O)O)ccc2N2CC3CC(C2)c2cccc(=O)n2C3)cc1 (stereo unspecified)	4	-2	11	-10	0	-17	17	-2	1	-1.7
Nc1ncnc2c1ncn2CCN1CCCCC1	5	-3	0	-3	5	1	-1	4	-3	0.3
O=C(Nc1ccc(F)c(F)c1)C1CCCCC1	4	1	.	4	0	1	-1	-1	-1	-0.3
Cc1ccccc1COc1ccc(-c2nnn(CC(=O)O)n2)cc1	.	3	-2	-14	-4	8	-8	3	-1	-0.6
CCOC(=O)C1CCN(C(=O)C2CCC(=O)N(Cc3cccc(C(F)(F)F)c3)C2)CC1 (stereo unspecified)	-3	-3	-3	-13	-8	-13	13	-3	-6	-2.4
CCC(C)(C)NC(=O)CN(C(=O)CCC(=O)Nc1nccs1)c1cccc(C)c1	.	-11	-1	-20	-5	0	0	25	-3	13
CCC1(c2ccc(F)cc2)NC(=O)N(CC(=O)N(CCC#N)c2ccccc2)C1=O (stereo unspecified)	-5	-4	60*	-17	-5	-10	10	5	5	-1.4
O=C1OC(C(=O)O)Cc2ccccc21 (stereo unspecified)	9	-4	.	-22	0	14	-14	22	-2	-1.0
CCOC(=O)N1CCC(N2Cc3cccc(C(=O)NC(C)c4ccc5c(c4)OCCO5)c3C2=O)CC1 (stereo unspecified)	-8	.	.	3	-14	-13	13	6	23	-0.1
O=C(CNC(=O)c1ccccc1C(=O)O)c1ccccc1	21	-3	0	-4	0	-11	11	12	-3	-0.5
N=c1c(C(=O)NC2CCCC2)cc2c(=O)n3ccccc3nc2n1C1CCCCC1	16	-4	-7	-28	-1	8	-8	-11	-367	-2.9
Cc1cccc(N(C)C(=S)Oc2ccc3ccccc3c2)c1	28	-4	.	-14	-3	7	-7	8	0	-0.9
CCCc1nc(SCC(=O)N2c3ccccc3CC2C)c2c(C)c(C)sc2n1 (stereo unspecified)	-5	-1	1	-7	3	43	-43	14	8	-3.2
COc1ccc(CCNC(=O)CSc2nnc3c(n2)[nH]c2ccc(F)cc23)cc1OC	6	-5	-1	-15	1	-28	28	21	-13	-1.0
COc1ccc(CCNc2ccc([N+](=O)[O-])cn2)cc1	.	-2	5	3	0	4	-4	-8	-5	0.2
Cc1ccc(N2Cc3ccccc3C2=S)cc1	74	-5	-5	-5	-8	-4	4	-68	5	-0.3
C=C(C)COc1ccc(-c2[nH]ncc2Oc2ccc(OC)cc2)c(O)c1	14	-12	1	-7	3	63	-63	?	17	-2.9
CCc1ccc(S(=O)(=O)NCc2cn3cccc(C)c3n2)s1	-4	-2	-8	3	0	-16	16	2	3	0.5
O=C(c1ccc(Cl)c(S(=O)(=O)Nc2ccccc2C(=O)N2CCc3ccccc3C2)c1)N1CCc2ccccc2C1	-3	6	-3	11	-17	-3	3	-43	-4	-3.0
Cc1sc2ncnc(OCC(=O)Nc3ccc4c(c3)OCCO4)c2c1C	16	-4	-5	-10	-6	-2	2	-11	-1	-1.2

A different layout for part of the listing above.
SMILES: COc1ccc(CCNC(=O)CSc2nnc3c(n2)[nH]c2ccc(F)cc23)cc1OC
  MITF act: 6
  CAL PDZ FP-1: -5
  NSD2 inh: -1
  PvdQ inh: -15
  dFosB act: 1
  SR-BI HDL uptake: -28
  SR-BI DiI-HDL act: 28
  PfHsp90 yeast 2: 21
  Rtt109 Vps75: -13
  CAL PDZ FP-2: -1.0
SMILES: COc1ccc(CCNc2ccc([N+](=O)[O-])cn2)cc1
  MITF act: .
  CAL PDZ FP-1: -2
  NSD2 inh: 5
  PvdQ inh: 3
  dFosB act: 0
  SR-BI HDL uptake: 4
  SR-BI DiI-HDL act: -4
  PfHsp90 yeast 2: -8
  Rtt109 Vps75: -5
  CAL PDZ FP-2: 0.2

(cont.)
SMILES	MITF act	CAL PDZ FP-1	NSD2 inh	PvdQ inh	dFosB act	SR-BI HDL uptake	SR-BI DiI-HDL act	PfHsp90 yeast 2	Rtt109 Vps75	CAL PDZ FP-2
Cc1ccccc1OCC(=O)OCC(=O)NC1CC1	3	.	-2	0	4	-26	26	11	-3	-0.6
CCN1CCN(c2ccc(N3CCN(S(=O)(=O)c4ccc(C)c([N+](=O)[O-])c4)CC3)nn2)CC1	-7	-3	8	2	-1	-21	21	.	-5	-3.1
COc1ccc(NS(=O)(=O)c2ccc(O)c(NC(=O)c3ccc(S(=O)(=O)N4CCCCCC4)cc3)c2)cc1	6	-4	2	-12	4	-4	4	0	4	-1.5
CCc1ccc2oc(-c3ccc(N)cc3)nc2c1	3	-10	1	-29	-5	19	-19	3	-7	-0.8
C/C(=N\O)c1ncc(C(F)(F)F)cc1Cl	3	.	.	-3	2	4	-4	14	-3	-0.5
c1ccc(COc2ccc(CNCc3cccnc3)cc2)cc1	62	3	6	-14	-4	-10	10	-2	-1	-0.7
O=c1nc(N2CCCC2)nc(Nc2ccccc2)[nH]1	11	-1	-7	-7	-5	.	.	15	-9	-1.7
COCCNC(=O)C(=O)Nc1ccc(Cl)cc1C	27	.	-2	-13	-5	-27	27	7	-5	-0.6
CC1=NN(C(N)=S)C(=O)C1N=Nc1ccccc1O (stereo unspecified)	.	-1	0	8	5	-1	1	11	6	-1.9
Cc1cc(S(=O)(=O)Nc2ccc(N3CCOCC3)cc2)ccc1Br	1	-3	14	-11	-7	-42	42	-26	6	-0.4
COc1ccc(-c2nc(N)c(C#N)c(-c3cccnc3)c2C)cc1	.	.	-1	-16	0	-1	1	-8	1	-0.8
COc1ccc(N2CC(C(=O)Nc3ccccc3C(=O)NC3CC3)CC2=O)cc1 (stereo unspecified)	7	.	-1	-12	1	.	.	0	-1	0.4
CCOc1ccc(C(C)NC(=O)Cc2ccccc2)cc1OCC (stereo unspecified)	-5	-3	-2	8	2	-21	21	16	3	-0.1
COc1cccc(NC(=O)N2C3CCCC2CC(NC(C)=O)C3)c1 (stereo unspecified)	-12	-1	0	-12	5	0	0	0	6	.
Cc1ccc(C(C)NC(=O)COC(=O)C2=COCCO2)cc1C (stereo unspecified)	-5	-3	2	-6	-9	6	-6	11	-3	-2.9
CN(C)CCN(C(=O)C1CCN(S(=O)(=O)c2cccs2)CC1)c1nc2ccccc2s1	8	7	2	-3	-8	-38	38	.	-7	-3.1
O=C(Nc1ccc(-c2nc3ccccc3[nH]2)cc1)c1cccc(N2C(=O)CCC2=O)c1	14	0	-1	-5	36*	9	-9	-14	-35	-4.1
Cc1ccc(Cl)cc1N1CCN(S(=O)(=O)c2c(C)[nH]c(C)c2C(=O)N2CCCC2)CC1	0	-10	8	-21	-6	0	0	1	19	-0.4
COc1ccc([C@H]2[C@H](C(C)=O)N3N=Cc4ccccc4C3C23C(=O)OC(C)(C)OC3=O)cc1 (stereo partly specified)	-6	-2	19	-11	-6	1	-1	16	-6	-0.2
O=C(Cn1ncc2c(=O)oc3ccccc3c21)NC1CC1	.	.	5	2	-6	-5	5	18	6	-1.1
O=C(O)C1CC=CCC1C(=O)Nc1ccc(F)c(F)c1 (stereo unspecified)	.	.	3	0	0	-13	13	18	9	0.2
CCCN1C(=O)c2ccc(C(=O)NC3=NCCS3)cc2C1=O	1	-1	-1	5	-5	9	-9	-3	11	0.0
Cc1c(C(=O)O)c(=O)n(-c2ccccc2)n1-c1ccccc1	6	-4	-3	6	-3	.	.	5	10	-2.0
COc1ccc(-c2c(-c3ccc(OCC(=O)NN)cc3O)n[nH]c2C)cc1OC	4	-3	2	-8	-12	0	0	-9	12	-1.1
CC(C)OP(=O)(OC(C)C)C1(O)C(=O)Nc2ccc(Br)cc21 (stereo unspecified)	-8	2	2	-1	-6	-3	3	-1	21	-0.2
CN(CCC#N)S(=O)(=O)c1cc2c3c(c1)CCN3C(=O)CC2	1	.	-2	-4	0	-11	11	2	-2	0.2
CCCNC(=O)c1ccc(N2CCC3(CC2)CC(c2ccccc2)=NO3)c([N+](=O)[O-])c1	4	3	.	4	-2	34	-34	-9	11	0.3
CCOc1cc(C2NC(=O)NC(c3ccccc3)=C2C(=O)c2ccccc2)c(Br)cc1OCC(=O)O (stereo unspecified)	16	5	4	-3	4	-21	21	1	-5	-0.5
FC(F)(F)c1ccnc(NCc2ccc(Cl)cc2)n1	-4	-4	1	2	-2	-15	15	-1	.	-4.0
Cc1onc(-c2ccccc2Cl)c1C(=O)NCc1ccc(S(N)(=O)=O)cc1	7	3	14	-14	-1	-10	10	4	-2	-1.7
COc1ccc2oc(C(=O)OCC(=O)NC(=O)c3ccccc3)c(C)c2c1	11	-5	37	-9	-2	-1	1	4	-8	-1.5
CCCCCCn1c(SCCCC)nc2c1c(=O)[nH]c(=O)n2C	6	9	.	-3	-1	24	-24	-5	-3	-1.4
C#CC(CC)(CC)NC(=S)Nc1ccc(S(N)(=O)=O)cc1	25	-2	-2	-10	0	-3	3	4	1	-0.9
COC(=O)c1cc(CNC(=O)Cc2ccsc2)ccc1OC	-19	.	0	-13	-10	.	.	12	-7	-0.6
CCc1ccccc1NC(=O)c1ccc2c(c1)CCN2S(C)(=O)=O	.	40*	0	-24	-2	60	-60	7	-2	.
